Source: PubChem BioAssay
Epigenetic derep: epigenetic control regulation, reporter derepression | murine LDR cells, GFP reporter derepression, 30 h | Potency, µM (titrated, usually from 53.9 µM), without a hit: at the highest dose GFP activation, actives largely listed as activators | actives 0.2% (n = 280,000); also: potency is read from the fitted curve at half-maximal effect; % of control where 0% means no effect; nearly all actives have a fitted effect of over 60% in size
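GFP-positive cell count by laser-scanning cytometry (objects 20–120 um) after 30 h, 37 C compound exposure of murine LDR cells; reporter is CMV-GFP integrated at a silenced locus, inducible by HDAC or DNMT inhibitors.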
NPSR antag: neuropeptide S receptor (human) antagonism, cAMP. Q6W5P4. CHO-NPSR cells, cAMP TR-FRET, antagonist mode. Potency, µM (titrated, usually from 38.3 µM), inactives show at the highest dose activity change, negative = inhibition, hits mostly inhibitors. actives 1% (n = 220,000); also: potency is read from the fitted curve at half-maximal effect; % is scaled to controls: 0 for no effect and ±100 for the full control effect; nearly all actives have a fitted effect of over 50% in size; many of its hits are not listed in these tables
HTT aggregate: inhibitors of mutant huntingtin aggregate formation in PC12 cells. Potency, µM (series often up to 46.1 µM), inactives show at the top dose activity change, negative = inhibition, most hits filed as inhibitors. actives 1.1% (n = 220,000). PC12 HttQ103-GFP aggregates, Acumen cytometry, 40 h; also: potency is read from the fitted curve at half-maximal effect; % is scaled to controls: 0 for no effect and ±100 for the full control effect; nearly all actives have a fitted effect of over 60% in size
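Compounds (qHTS titration) were added to PC12 cells expressing an ecdysone-driven HTT exon 1 Q103–GFP fusion after induction with 100 nM tebufenozide. Aggregate formation was measured as GFP objects in cell lysates.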
CBFb-RUNX1 inh: inhibitors of human CBF-beta and RUNX1 interaction. Q01196+Q13951. AlphaScreen CBFb-His/RUNX1-biotin binding, biochemical. Potency, µM (top dose mostly 59.8 µM), without a hit: at the highest dose activity, negative = inhibition, usual class: inhibitors. 230,000 tested, under 10 active. AID 1477; also: % of control where 0% means no effect
Target sequence (Q01196 whole entry, looked up): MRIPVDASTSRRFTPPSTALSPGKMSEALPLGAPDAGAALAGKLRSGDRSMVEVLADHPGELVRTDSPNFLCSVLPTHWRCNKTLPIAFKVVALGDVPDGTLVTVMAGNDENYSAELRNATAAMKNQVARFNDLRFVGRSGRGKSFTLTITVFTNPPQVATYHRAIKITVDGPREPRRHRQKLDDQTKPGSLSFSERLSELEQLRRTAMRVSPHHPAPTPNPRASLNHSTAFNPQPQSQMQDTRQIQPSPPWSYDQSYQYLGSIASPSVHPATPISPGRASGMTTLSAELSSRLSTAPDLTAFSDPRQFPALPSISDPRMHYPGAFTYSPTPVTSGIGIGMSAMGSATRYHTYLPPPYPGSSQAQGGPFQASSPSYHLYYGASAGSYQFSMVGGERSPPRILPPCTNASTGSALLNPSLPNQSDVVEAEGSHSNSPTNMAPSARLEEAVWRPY
Target sequence (Q13951 whole entry, looked up): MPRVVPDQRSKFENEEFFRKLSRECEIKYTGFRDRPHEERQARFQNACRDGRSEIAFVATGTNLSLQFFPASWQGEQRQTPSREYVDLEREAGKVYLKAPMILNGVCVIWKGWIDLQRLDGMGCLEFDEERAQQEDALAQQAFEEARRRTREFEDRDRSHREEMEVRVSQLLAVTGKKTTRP
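CBFb-His/RUNX1-biotin, 30 nM each, preincubated 20 min RT; compound 15 min RT; Ni + streptavidin beads 50 ng each, 90 min RT; AlphaScreen read.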
L3MBTL1 block: inhibitors of human L3MBTL1; Potency, µM (titrated, usually from 57.1 µM), inactives show at the highest dose activity, negative = inhibition, actives largely listed as inhibitors; AID 485360; actives 0.66% (n = 230,000); AlphaScreen L3MBTL1–H3K9me1 peptide binding; also: potency is read from the fitted curve at half-maximal effect; % is scaled to controls: 0 for no effect and ±100 for the full control effect; nearly all actives have a fitted effect of over 60% in size
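L3MBTL1 50 nM + b-AHA-H3(1-15)K9me1 75 nM, 30 min RT; compound added, 30 min RT; streptavidin donor/Ni-chelate acceptor beads 10 ug/mL each final, 30 min RT dark; AlphaScreen read.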
IMPase Li inh: membrane-permeable IMPase blocker, potentiated with lithium; CHO-M1 cells, IP1 TR-FRET (IP-One), carbachol + lithium; actives 0.35% (n = 210,000); Potency, µM (top dose mostly 59.4 µM), inactives show at the top dose activity, negative = IMPase inhibition, actives largely listed as inhibitors;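 also: IP1 builds up when IMPase is blocked and the TR-FRET signal falls; potency is read from the fitted curve at half-maximal effect; plate controls were basal vehicle for no effect and high inhibitor control for full effect; nearly all actives have a fitted effect of over 50% in size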
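CHO cells stably expressing M1 receptor (2000/well) were cultured 16–30 h, then exposed to compounds with a small lithium addition for 30 min at 37C. IP1 was measured by TR-FRET competition; AC50 from Hill fits.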
Luc counter: Kinase-Glo luciferase inhibition (counter-screen). actives 0.28% (n = 200,000). Kinase-Glo luciferase, ATP luminescence, 8 min. AID 1379. Potency, µM (series often up to 38.3 µM), for the others: at the highest dose activity change, negative = inhibition, actives largely listed as inhibitors; also: potency is read from the fitted curve at half-maximal effect; % is scaled to controls: 0 for no effect and ±100 for the full control effect; nearly all actives have a fitted effect of over 60% in size
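Recombinant Kinase-Glo luciferase, 10 uM ATP (linear range), luciferin; imidazole pH 7.2 / KCl / MgCl2 / Tween / BSA buffer; 8 min RT; luminescence.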
Starred values were filed as active, the others as inactive; ? = inconclusive; . = no result given; & = joins results of further samples; [ ] = dose if it differs, or a comment. Calls follow the shape of the dose curve; as a rule, active = well fitted curve in the direction sought with a large enough effect; inconclusive = small, poorly fitted or top-dose-only effect, or another doubt; inactive = no such curve, though single readings can be large; an effect the other way counts as inactive or inconclusive. This is a subset; the hit share may differ from the screen's.

SMILES | Epigenetic derep | NPSR antag | HTT aggregate | CBFb-RUNX1 inh | L3MBTL1 block | IMPase Li inh | Luc counter
O=C(N/N=C/c1cc([N+](=O)[O-])ccc1Cl)c1cnccn1 | 2.0% | 15% | 12%[9.22 µM] | 6% | 2% | 4% | -5%
CCOc1ccc(OCC)c(NC(=O)CSc2nc3cccnc3n2C)c1 | 3.0% | 3% | 8% | 10% | -5% | 7% | 15%
CCN(CC)CCN1C(=O)C(=O)/C(=C(/O)c2c(C)[nH]c(C(=O)OC)c2C)C1c1cccc(OC)c1 (stereo unspecified) | 5.4% | -4%[46.1 µM] | 32%[9.22 µM] | 4% | -8% | -20%[38.3 µM] | 0%
COc1ccc(Br)cc1CNC(=O)CCc1nc(-c2ccc(C)cc2)no1 | -3.2% | -17%[46.1 µM] | -8% | 20% | 3% | 18%[38.3 µM] | 2%
COc1ccc(C(CC(=O)N2CCCC2)c2c(OC)cc(OC)c3ccc(=O)oc23)cc1 (stereo unspecified) | 5.0% | -4% | -4%[9.22 µM] | 1%&7% | . | . | .
CN(c1nc(-c2ccccc2)cs1)C1CCS(=O)(=O)C1 (stereo unspecified) | -1.0% | -6%[46.1 µM] | 1% | 4% | . | 21%[38.3 µM] | 7%
CCC1(C)Cc2nc3[nH]c(=S)n(-c4ccccc4)c(=O)c3cc2CO1 (stereo unspecified) | -1.8% | -24% | 10% | 13% | 7% | -14% | 2%
O=C(Nc1ccc(Br)cn1)c1ccc([N+](=O)[O-])cc1Cl | 0.0% | 10% | -2% | -15% | . | 9% | 4%
O=C(c1ccc(Br)cc1)N(Cc1nc2ccccc2c(=O)[nH]1)C1CCCC1 | 1.4% | 40% | 9%[9.22 µM] | 1% | -15% | 15% | -2%
COc1ccccc1-c1nc(C#N)c(N2CCC(C(N)=O)CC2)o1 | -1.1% | -7%[46.1 µM] | -3% | 0% | . | -19%[38.3 µM] | -6%
COc1ccc(Nc2cc(C(=O)NCCCN3CCN(C)CC3)c3ccccc3n2)cc1OC | 4.0% | 3%[46.1 µM] | 8% | -10% | -4% | 9%[38.3 µM] | -1%
CN(C)c1ccc(CN(C(=O)c2ccco2)C2CCS(=O)(=O)C2)cc1 (stereo unspecified) | -1.0% | 29%[46.1 µM] | 10% | -2% | -6% | 1%[38.3 µM] | -2%
COc1ccc(N(CCCN2C(=O)c3cccc4cccc(c34)C2=O)C(=O)c2cccnc2)cc1 | -1.9% | -16% | -4% | -14% | -28% | 29% | 4%
COC(=O)CSc1nnc(-c2ccco2)n1-c1ccc(C)cc1 | -2.3% | -6%[46.1 µM] | -5% | 6% | -7% | -4%[38.3 µM] | 2%
CCn1c(CCc2ccccc2)n[nH]c1=S | 1.1% | -10% | -7%[9.22 µM] | -2% | 6% | 6% | -2%
C#Cc1ccc([C@@H]2C=C(C(=O)O)O[C@H](OCc3ccc(CO)cc3)C2)cc1 | 4.0% | -31% | -3%[9.22 µM] | -2% | -17% | 2% | .
Cc1cc2ccccc2n1CCC(=O)O | -1.1% | 4% | . | -1% | -1% | -6% | -2%
O=C(/C=C/c1cccs1)Nc1nc(-c2ccccc2)cs1 | 0.0% | -17%[46.1 µM] | 35µM* | 25% | 4% | 34%[activator][38.3 µM] | 3%
CCCCNC(=O)c1onc(CSc2cccc(F)c2)c1C(=O)O | -0.9% | -4%[46.1 µM] | -25% | -3% | 13% | 0%[38.3 µM] | 7%
CCCc1[nH]nc2c1C(C1CCCCC1)C(C#N)=C(N)O2 (stereo unspecified) | 0.9% | -18%[46.1 µM] | ? | 2% | -5% | 26%[38.3 µM] | -1%
CC1(C)c2cc(Cl)ccc2-n2c1cc(O)c(-c1ccccc1)c2=O | -1.8% | -14% | -12%[9.22 µM] | 8% | . | . | .
NC(=O)c1cc(Cc2ccccc2)sc1NC(=O)c1ccco1 | -11% | ? | -11% | 13% | 6% | -10%[38.3 µM] | -3%
CCOC(=O)c1nn(-c2cccc(C)c2)c2nnc(Cc3ccc(C)cc3)c(=O)n12 | -1.0% | -33% | 2% | -2% | 6% | 4% | 0%
CCOC(=O)c1sc(NC(=O)CCCn2nc([N+](=O)[O-])c(Cl)c2C)c(C(=O)OCC)c1C | 0.0% | -11% | 14% | 2% | 1% | 17% | 1%
CCOC(=O)c1sc(=S)n(-c2ccc(OC)cc2)c1N | 0.1% | 26% | -7%[9.22 µM] | -7% | -26% | . | .
Cn1cnnc1SC1CCCCC1NS(=O)(=O)c1ccc(Cl)cc1 (stereo unspecified) | 0.0% | 26%[46.1 µM] | 4% | -6% | 5% | 1% | 5%
CC(C)C(=O)NC(c1ccc([N+](=O)[O-])cc1)c1c(O)ccc2ccccc12 (stereo unspecified) | -2.0% | ? | ? | -25% | -1% | 29%[38.3 µM] | 4%
CCCN1C(=O)/C(=C/c2ccncc2)SC1=S | -2.9% | 3% | 7% | -5% | -25% | 9% | 0%
Cc1ccc(NC(=O)COC(=O)c2cc(Cl)ccc2[N+](=O)[O-])c(C)c1 | -0.8% | -3% | -10% | -1% | -2% | 4% | 3%
O=C(CNC(=O)c1ccc2c(c1)OCCO2)N/N=C/c1cccc(Br)c1 | -0.3% | 13% | ? | -15% | . | 31%[activator] | 2%
O=C(COc1ccccc1)NC1CCS(=O)(=O)C1 (stereo unspecified) | 0.0% | 6% | . | 1% | 8% | 3% | -3%
CCN1C(=O)/C(=C/C=C2/CCCN2C)OC1=S | -2.1% | 28% | 7%[9.22 µM] | 0% | -12% | 11% | -7%
Cc1ccc(-c2cc(C(=O)N3CCCC3)no2)cc1 | -0.8% | -10%[46.1 µM] | 10% | 5% | -2% | 9%[38.3 µM] | -13%
O=C(CSc1nnnn1C1CCCCC1)Nc1ccc2c(c1)OCO2 | -1.0% | -7%[46.1 µM] | 5% | 5% | . | -3%[38.3 µM] | 0%
CCOc1nc(NCCc2ccc(OC)c(OC)c2)nc(N2CCN(c3ccc(OC)cc3)CC2)n1 | 0.0% | -1%[46.1 µM] | 2% | -3% | . | 28%[38.3 µM] | -3%
CC1Cc2ccccc2N1S(=O)(=O)c1cccc(C(=O)NCCCO)c1 (stereo unspecified) | -3.2% | -20%[46.1 µM] | 21%[9.22 µM] | 3% | -10% | 0%[38.3 µM] | 10%
CCC1CCCCN1CCNS(=O)(=O)c1ccc2c(c1)oc(=O)n2C (stereo unspecified) | 2.0% | 10%[46.1 µM] | -8% | -3% | ? | 22% | 0%
Cc1ccc(SCc2[nH]nc3c2C2(C(=O)Nc4ccc(F)cc42)C(C#N)=C(N)O3)cc1 (stereo unspecified) | 0.0% | -3%[46.1 µM] | 33% | -8% | . | 7%[38.3 µM] | 19%
COCCCNC(=O)C1CC(=O)N(CCc2ccc(OC)c(OC)c2)C1 (stereo unspecified) | -0.9% | -4%[46.1 µM] | 7% | -10% | -9% | -16%[38.3 µM] | -2%
FC(F)(F)c1cccc(N2CCN(C(=S)NCC3CCCO3)CC2)c1 (stereo unspecified) | -0.1% | -9% | -23% | -3% | . | 10% | 1%
Fc1cccc(C2NN=C(c3ccccc3)S2)c1 (stereo unspecified) | 3.8% | -1% | -19% | 5% | -1% | -5% | -26%
COC(=O)Nc1nc2ccc(C(=O)c3ccccc3)cc2[nH]1 | -1.3% | . | ? | -4% | . | ? | -7%
CCN(CC)C(=O)CSc1nc2ccccc2c(=O)n1CCC(=O)NCc1ccc(F)cc1 | -1.1% | -31%[46.1 µM] | -16% | -3% | 35%[activator] | 29%[38.3 µM] | 2%
COc1ccc(CCNc2nc3ccccc3n3nnnc23)cc1OC | ? | ? | 10% | 1% | . | 10µM* | 0%
COc1ccc(CNC(=O)C(C)c2ccc([N+](=O)[O-])cc2)cc1 (stereo unspecified) | -2.1% | -4% | 10% | 6% | -2% | 2% | -1%
Cc1ccc(NS(=O)(=O)c2cccc(C(=O)Nc3cc(C)on3)c2)cc1 | -8.2% | -2% | -27% | 1% | 1% | -1% | 0%
CCOc1cc(/C=N/NC(=O)CNc2ccc(C)cc2)ccc1OC(=O)c1ccccc1 | -1.4% | -14%[46.1 µM] | 6% | -8% | . | 31%[activator][38.3 µM] | 0%
Cc1ccc(NC(=O)CN(c2ccc(Cl)cc2)S(=O)(=O)c2cc([N+](=O)[O-])ccc2Cl)c(C)c1 | 1.1% | -23% | ? | -26% | -18% | 17% | -1%
COc1ccccc1NC(=O)CCSc1ccc(C)cc1 | -0.2% | -10% | -1%[9.22 µM] | 14% | 17% | 4% | -4%
CCOC(=O)C(C)Sc1ccc2nnc(-c3ccc(F)cc3)n2n1 (stereo unspecified) | 9.3% | -18%[46.1 µM] | 19% | 8% | 4% | 3%[38.3 µM] | 1%

The list continues.
SMILES | Epigenetic derep | NPSR antag | HTT aggregate | CBFb-RUNX1 inh | L3MBTL1 block | IMPase Li inh | Luc counter
COc1cc(CNCC(C)C)cc(Br)c1OCC(=O)Nc1ccccc1 | 0.0% | -6%[46.1 µM] | 6% | 6% | 3% | 3% | -3%
CCCCCCNc1nc(-c2ccc(OC)cc2)c(CCC(=O)O)s1 | -1.1% | -20% | -7% | -3% | -11% | -2% | 4%
Cc1ccc(C2OC34CCCCCC3C(C#N)(C(=N)O4)C2(C#N)C#N)cc1 (stereo unspecified) | 0.0% | 7% | 11% | -20% | -1% | -4% | 1%
Cc1nc(NCc2ccccc2)c2nc(-c3ccccc3)n(CCN3CCOCC3)c2n1 | 1.7% | . | . | 3% | . | 5% | -4%
